Assay outcomes as filed in PubChem.
CHT inh: inhibitors of human choline transporter CHT. hit rate 0.86% among 310,000. Q9GZV3. CHT-expressing cells, membrane potential dye, choline response; stronger effect = lower value. B-score at 10 µM;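 active = B-score over 3 SD under the library average, and starting fluorescence ratio not unusually high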;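 note: choline stimulus applied at its EC90 after an EC20 pre-addition; B-score computed on integrated fluorescence ratio after choline addition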
Target sequence (Q9GZV3 whole entry, looked up): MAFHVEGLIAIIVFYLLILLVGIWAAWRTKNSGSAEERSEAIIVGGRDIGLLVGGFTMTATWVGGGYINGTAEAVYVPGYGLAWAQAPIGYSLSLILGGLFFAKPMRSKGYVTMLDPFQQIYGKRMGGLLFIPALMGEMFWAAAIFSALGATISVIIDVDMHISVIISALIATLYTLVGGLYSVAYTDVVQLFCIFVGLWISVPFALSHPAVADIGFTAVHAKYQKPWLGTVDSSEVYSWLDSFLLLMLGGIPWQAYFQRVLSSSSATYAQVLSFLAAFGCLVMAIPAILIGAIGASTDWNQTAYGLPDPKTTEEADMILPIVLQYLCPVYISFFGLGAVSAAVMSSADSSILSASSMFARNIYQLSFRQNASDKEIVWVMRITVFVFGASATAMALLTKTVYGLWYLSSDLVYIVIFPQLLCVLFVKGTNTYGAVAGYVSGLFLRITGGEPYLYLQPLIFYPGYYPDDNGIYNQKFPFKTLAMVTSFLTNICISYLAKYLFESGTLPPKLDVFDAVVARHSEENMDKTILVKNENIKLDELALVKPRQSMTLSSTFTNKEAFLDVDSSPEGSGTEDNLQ
KCNQ2 inh: KCNQ2 channel blockers in CHO-K1 cells – cell-based, FluxOR thallium flux, B-score, primary screen (AID 2156); O88943; 20 min; stronger effect = lower value; B-score at 10 µM; hit rate 1.1% among 310,000;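 active = fluorescence ratio B-score at most minus 3 library SDs, with starting brightness B-score within 2 library SDs, cut at about -5.5 in these data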
Starred values were filed as active, the others as inactive; i = inactive; nt = not tested or not shown.

SMILES | CHT inh | KCNQ2 inh
O=C1c2ccccc2S(=O)(=O)c2cc(C(=O)N3CCC(C(=O)N4CCCCC4)CC3)ccc21 | i | i
O=C(Nc1ccc(C2SCCS2)cc1)c1ccccc1 | i | i
O=C1CCC(=O)N1OCCOc1ccc2c(c1)CCC2 | i | i
CN(C)c1nc(N)nc(CSc2nnnn2-c2ccccc2)n1 | i | i
Cc1nc2c(Cl)cccc2[nH]1 | i | i
COc1ccc2c(-c3ccccc3)cc(SCC(=O)N(C)C3CCS(=O)(=O)C3)nc2c1 (configuration not stated) | i | i
FC(F)(F)c1ccc(C2[C@H]3CN(Cc4ccc(-c5ccccc5)cc4)[C@H](c4ccccc4)C34CC2(c2ccccc2)C4)cc1 (some centres not stated) | i | i
COc1cc(NC(=O)c2cc3c(=O)n(C)c4ccccc4c3n2C)cc(OC)c1OC | i | i
COc1ccc(O[C@H]2C=C[C@@H](c3ccccc3)O[C@@H]2COC(=O)CC/C(C)=N/OC[C@@H](O)COCc2ccco2)cc1 | i | i
CN(c1ccc(C(=O)N2CCOCC2)cc1[N+](=O)[O-])C1CCCCC1 | i | i
CC1(C)Nc2ccccc2C(=O)N1c1ccc(Br)cc1 | i | i
O=C(Nc1cccc2ccccc12)N(CCO)C1CCS(=O)(=O)C1 (configuration not stated) | i | i
COc1ccc(C(=O)Cc2ccc(F)cc2)c(OC)c1 | i | i
COCCOc1cc(NC(=O)c2cccc(OC)c2)c(Cl)cc1Cl | i | i
CCN1CCc2c(sc(NC(=O)c3ccc(S(=O)(=O)N4CCCC4)cc3)c2C(=O)NC)C1 | i | i
O=C(CSc1nnnn1Cc1ccccc1)Nc1ccc2c(c1)OCCO2 | i | i
CCS(=O)(=O)N1CCN(C(=O)c2ccco2)CC1 | i | i
COC(=O)CSC1=C(C#N)C(=O)NC2(CCCCC2)S1 | i | i
N#Cc1cc2c(nc1SCC(O)CS(=O)(=O)Cc1ccccc1)CCCC2 (configuration not stated) | i | i
Cc1cc(Cl)ccc1OCC(=O)OCC(=O)Nc1ccc(F)c([N+](=O)[O-])c1 | i | nt

Another view of some results above.
| Structure | CHT inh | KCNQ2 inh |
| --- | --- | --- |
| O=C1CCC(=O)N1OCCOc1ccc2c(c1)CCC2 | i | i |
| CN(C)c1nc(N)nc(CSc2nnnn2-c2ccccc2)n1 | i | i |
| Cc1nc2c(Cl)cccc2[nH]1 | i | i |
| COc1ccc2c(-c3ccccc3)cc(SCC(=O)N(C)C3CCS(=O)(=O)C3)nc2c1 (configuration not stated) | i | i |
| FC(F)(F)c1ccc(C2[C@H]3CN(Cc4ccc(-c5ccccc5)cc4)[C@H](c4ccccc4)C34CC2(c2ccccc2)C4)cc1 (some centres not stated) | i | i |
| COc1cc(NC(=O)c2cc3c(=O)n(C)c4ccccc4c3n2C)cc(OC)c1OC | i | i |
| COc1ccc(O[C@H]2C=C[C@@H](c3ccccc3)O[C@@H]2COC(=O)CC/C(C)=N/OC[C@@H](O)COCc2ccco2)cc1 | i | i |
| CN(c1ccc(C(=O)N2CCOCC2)cc1[N+](=O)[O-])C1CCCCC1 | i | i |
| CC1(C)Nc2ccccc2C(=O)N1c1ccc(Br)cc1 | i | i |
| O=C(Nc1cccc2ccccc12)N(CCO)C1CCS(=O)(=O)C1 (configuration not stated) | i | i |
| COc1ccc(C(=O)Cc2ccc(F)cc2)c(OC)c1 | i | i |
| COCCOc1cc(NC(=O)c2cccc(OC)c2)c(Cl)cc1Cl | i | i |
| CCN1CCc2c(sc(NC(=O)c3ccc(S(=O)(=O)N4CCCC4)cc3)c2C(=O)NC)C1 | i | i |
| O=C(CSc1nnnn1Cc1ccccc1)Nc1ccc2c(c1)OCCO2 | i | i |
| CCS(=O)(=O)N1CCN(C(=O)c2ccco2)CC1 | i | i |
| COC(=O)CSC1=C(C#N)C(=O)NC2(CCCCC2)S1 | i | i |

Later entries.
SMILES | CHT inh | KCNQ2 inh
Cc1c(N2CCCC2)cc2c(c1NC(=O)c1ccccc1Cl)C(C)(C)CC2(C)C | i | i
Cc1ccccc1C(=O)NNC(=O)CCc1ccccc1 | i | i
CCCCCn1c(Sc2ccccc2)nc2c1c(=O)[nH]c(=O)n2C | i | i
CCOc1ccc(N(CC(=O)Nc2ccccc2C(=O)NC(C)CC)S(C)(=O)=O)cc1 (configuration not stated) | i | i
CNc1nc(-c2ccc3c(c2)CCN3C(=O)CC(C)(C)C)c(C)s1 | i | i
Cn1c(C(=O)OC(C(=O)NC2CCCC2)c2ccncc2)cc2sccc21 (configuration not stated) | i | i
COc1ccccc1OCc1cc(C(=O)NCc2ccc(N3CCCC3=O)cc2)no1 | i | i
CC[n+]1c(P(=O)([O-])c2ccccc2)[nH]c2ccccc21 | i | i
COCCCn1c(=O)c2ccccc2n(Cc2cccc(C)c2)c1=O | i | i
COc1cc(-c2cc(C(=O)N(C)Cc3ccccc3)c3ccccc3n2)cc(OC)c1OC | i | -7.17*
COc1ccc(C2(O)CC3CCC(C2)N3c2nc(C)cc(C)c2C#N)cc1 (configuration not stated) | i | i
COC(=O)c1cn(NC(=O)Cc2cccc(C(F)(F)F)c2)c(=O)c2ccccc12 | i | i
COc1cc(C(=O)NC(=S)Nc2ccc(N3CCCC3)cc2)cc(OC)c1OC | i | i
CCCCn1c2nc3ccccc3nc2c2c(=O)n(-c3ccccc3)cnc21 | i | i
COc1cc(C2c3c(-c4ccccc4O)n[nH]c3C(=O)N2Cc2ccco2)cc(OC)c1OC (configuration not stated) | i | i
COc1ccc(C)cc1NC(=O)C1CCN(C(=O)c2ccco2)CC1 | i | i
O=C(c1cccs1)N1CCN(S(=O)(=O)c2ccc(F)cc2)CC1 | i | i
Cc1cc(NC(=O)COc2ccccc2)n(-c2ccccc2)n1 | i | i
COc1cc(/C=C/c2ccc3cccc(OC)c3n2)c(O)c([N+](=O)[O-])c1 | i | i
CCN(CC)S(=O)(=O)c1cc(C(=O)N2CCc3ccccc32)ccc1Cl | -5.84* | i
CC(C)c1ccc(NC(=O)CCN2C(=O)[C@@H]3Cc4ccccc4CN3C2=O)cc1 | i | i
COc1ccccc1C(=O)NNC(=O)c1ccccc1[N+](=O)[O-] | i | i
CC(C)CNC(=O)CCCc1ccccc1 | i | i
CCN(CC(=O)Nc1ccc2c(c1)OCCO2)Cc1cc(=O)oc2cc(C)c(C)cc12 | i | i
CCOc1ccc(-n2c(Cc3cc(=O)[nH]c(=O)[nH]3)nnc2SC(C)C)cc1 | i | i
CC(=O)N(Cc1c(C)nn(-c2ccccc2)c1Cl)c1ccc(Cl)cc1 | i | i
CCOc1ccccc1CN1CCN(Cc2csc(C(C)=O)c2)CC1CCO (configuration not stated) | i | i
CCn1c(SCC(=O)NC2CC2)nnc1-c1csc(C)c1 | i | i
Nc1cc(C(=O)OCC(=O)NCCNC(=O)COC(=O)c2ccc(Cl)c(N)c2)ccc1Cl | i | i
Cn1c(CCNC(=O)C2CCCCC2)nc2cc(NC(=O)c3cccs3)ccc21 | nt | i
Clc1ccc(-n2cccc2/C=N/n2cnnc2)cc1 | i | i
Cc1cc(C)cc(NC(=S)N(C)C)c1 | i | i
O=C(O)/C=C\C(=O)Nc1ccc(N2CCN(c3cccc(Cl)c3)CC2)cc1 | i | i
CCOC(=O)Cn1c2ccccc2c2nc(C)sc21 | i | i
O=C(NC1CCCCCC1)c1ccc(CN2CCOCC2)cc1 | i | i
O=C(NC1CCCc2c1cnn2-c1ccccc1F)c1ccccc1N1CCOCC1 (configuration not stated) | i | i
Cc1c(N(C)S(=O)(=O)c2cc(C(=O)NCC3CCCO3)ccc2Cl)c(=O)n(-c2ccccc2)n1C (configuration not stated) | i | i
COc1ccc(S(=O)(=O)N2CCCCCC2)cc1N | i | i
COc1cc(/C=N/NC(=O)c2cccc(NC(=O)c3ccccc3Cl)c2)ccc1O | i | i
CC(=O)NC1C(Oc2ccc(C=O)cc2)OC(COC(C)=O)C(OC(C)=O)C1OC(C)=O (configuration not stated) | i | i
CC(=O)Nc1cccc(OCCCNC(=O)c2ccc(C(C)(C)C)cc2)c1 | i | i
CCC(C)[C@H](NC(=O)OC(C)(C)C)C(=O)N/N=C/C1=Cc2ccccc2OC1 (some centres not stated) | i | i
CCn1cc(C2Nc3ccccc3C(=O)N2O)c(C)n1 (configuration not stated) | i | i
O=C1/C(=C/c2cccc(F)c2)SC(=S)N1NS(=O)(=O)c1ccccc1 | i | i
COc1ccc(OC)c(S(=O)(=O)Nc2cc(C)on2)c1 | i | i
O=C(c1cnn2c(C(F)(F)F)cc(-c3ccccc3)nc12)N1CCCCC1c1cccnc1 (configuration not stated) | i | i
COc1ccc(NC(=O)Nc2ccccc2SC)cc1 | i | i
Cc1cc(NS(=O)(=O)c2ccc(NC(=O)CN3C(=O)c4ccccc4C3=O)cc2)nc(C)n1 | i | i
CCCCOc1ccc(C(=O)OCC(=O)N2CCOCC2)cc1 | i | i
CCn1nc(C)c(/C=N/NC(=O)Cn2nnc(N)n2)c1C | i | i

Records listed above printed as active in CHT inh:
SMILES | CHT inh | KCNQ2 inh
CCN(CC)S(=O)(=O)c1cc(C(=O)N2CCc3ccccc32)ccc1Cl | -5.84* | i

Carrying on.
SMILES | CHT inh | KCNQ2 inh
O=C1C2C(C(=O)N1/N=C/c1cccc([N+](=O)[O-])c1)C1C=CC2C12CC2 (configuration not stated) | i | i
Cc1cc(-c2ccc([N+](=O)[O-])cc2)nc2ccccc12 | i | i
CCc1nnc(NS(=O)(=O)c2ccc(NC(=O)/C=C/c3ccc(OC)cc3OC)cc2)s1 | i | i
Fc1ccccc1-c1nnc2c3ccccc3nc(N3CCOCC3)n12 | i | i
CNC(=O)COc1coc(CN2CCN(c3ccccc3F)CC2)cc1=O | i | i
COc1ccccc1NC(=O)CSc1nnc(C)o1 | i | i
Cc1ccc(S(=O)(=O)N(C)C)cc1NC(=O)COC(=O)CNC(=O)c1cccs1 | i | i
Cc1cc(/C=C(/C#N)c2nc3ccccc3[nH]2)c(C)n1-c1cc(C(=O)O)cc(C(=O)O)c1 | nt | i
CCOc1cccc(-c2c(C(=O)N/N=C(\C)c3ccncc3)nnn2-c2nonc2N)c1 | i | i
CC(=O)c1ccc(OCC(O)CN2CCc3ccccc3C2)cc1 (configuration not stated) | i | i
O=C(CSc1ccc([N+](=O)[O-])cn1)Nc1ccc2c(c1)OCCO2 | i | i
O=C(O)c1ccc(N/N=C/c2ccncc2)cc1 | i | i
O=C(NNC(=O)c1ccc([N+](=O)[O-])cc1Cl)c1ccncc1 | i | i
COc1ccc(OCCOC(=O)Nc2ccccc2)cc1 | i | i
CCN(CC)C(=O)C(=O)N/N=C/c1cccc(Br)c1 | i | i
Clc1ccc(-c2ncc3ccccn23)cc1 | i | i
O=C(NCCN1CCOCC1)c1ccc2c(c1)N(Cc1ccc(F)cc1)C(=O)CS2 | i | i
CC1CCCN(C(=O)c2ccc(S(=O)(=O)N3CCC(c4nc5ccccc5s4)CC3)cc2)C1 (configuration not stated) | i | i
C[C@H]1CN(C2CCCCC2)C(=O)[C@@H]1CC(=O)NCc1ccccc1 | i | i
O=C(NCCCNC(=O)c1c(Cl)cccc1Cl)c1c(Cl)cccc1Cl | i | i
O=C1CCN(S(=O)(=O)c2ccccc2)CCN1CCOCc1ccccc1 | i | i
Cc1cc(OC(C)C(=O)NCc2ccccn2)c2c(C)c(Cc3ccccc3)c(=O)oc2c1 (configuration not stated) | i | i
CC(C)Oc1cccc(C(=O)C2CCCN(Cc3cnn(C(C)C)c3)C2)c1 (configuration not stated) | i | i
CCOC(=O)C1CCN(Cc2ccc(OCc3ccccc3)cc2)CC1 | i | i
O=C1CCCC2=C1C(c1ccncc1)Nc1ccccc1N2 (configuration not stated) | i | i
NS(=O)(=O)c1ccc(NC(=O)COC(=O)COc2ccc3ccccc3c2)cc1 | i | i
CC(C)NC(=O)C1CCCN(c2nnc(-n3cccc3)s2)C1 (configuration not stated) | i | i
CCOP(=O)(OCC)/C(=N/OC(=O)c1ccc(Cl)cc1Cl)C(N)=O | i | i
Cc1cc(N2CC(C)OC(C)C2)n2cc(-c3ccccc3)nc2n1 (configuration not stated) | i | i
COc1cccc(C(=O)Nc2cc(OC)ccc2NC(=O)c2ccco2)c1 | i | i
CCOC(=O)c1cc(NC(=O)N(C(C)C)C2CCCCC2)c(C)nc1C | i | i
O=C(CCc1ccccc1)NCCS(=O)(=O)N1CCN(c2ccccc2)CC1 | i | i
CS(=O)(=O)N1N=C(c2ccco2)CC1c1ccc(Cl)cc1 (configuration not stated) | i | i
COc1cccc(NC(=O)Cn2c(=O)n(-c3cc(OC)c(OC)c(OC)c3)c(=O)c3ccccc32)c1 | i | i
CC(C)(C#N)N([O-])C=C[N+](=O)C(C)(C)C#N | i | i
COc1ccc(Br)cc1C(=O)Nc1nnn(C)n1 | i | i
CCOC(=O)C1C(=O)OC(C)(C)C1C(C)C(=O)c1ccccc1 (configuration not stated) | i | i
COc1cc(NC(=O)N[C@@H](Cc2ccccc2)C(=O)O)cc(OC)c1 | i | i
Cc1cccc(N2CCN(C(=O)C3CCC(=O)N(Cc4ccccc4F)C3)CC2)c1C (configuration not stated) | i | i
COC(=O)c1cnc(Nc2cccc(C(F)(F)F)c2)c([N+](=O)[O-])c1 | i | i
Cc1nn(-c2ncc(C(F)(F)F)cc2Cl)c(=O)n1-c1c(F)cccc1F | i | i
O=C(NCc1cccc(Cl)c1)c1ccncc1 | i | i
O=C(O)CC1S/C(=N\N=C/c2ccccc2O)N(c2ccc(O)cc2)C1=O (configuration not stated) | i | i
COc1ccc(NC(=O)C2CCCN2C(=O)NC2CCCCC2)cc1OC (configuration not stated) | i | i
O=C(CNC(=O)c1ccccc1)OCCCOC(=O)CNC(=O)c1ccccc1 | i | i
CCC(C(=O)Nc1cnccn1)c1ccccc1 (configuration not stated) | i | i
NC(=O)CN1CCOCCOCCN(CC(N)=O)CCOCC1 | i | i
Cc1ccc(Nc2nc3ccccc3n3cnnc23)cc1C | i | i
COc1ccc(/C=C/c2nnc(NC(=O)C(C)C)s2)cc1 | i | i
O=C(c1cc(-c2ccccc2)on1)N1CCN(Cc2ccc3c(c2)OCO3)CC1 | i | i
C=CCn1c(NC(=O)CC)c(C(=O)OCC)sc1=S | i | i
CCn1c(Cc2cccn2C)nnc1SCC(=O)c1ccc(C)cc1 | i | i
O=C(COC(=O)c1cnccn1)c1ccc(C2CCCCC2)cc1 | i | i
